From PubChem BioAssay
VIM-2 inh: inhibitors of Pseudomonas aeruginosa VIM-2 metallo-beta-lactamase | purified VIM-2, nitrocefin hydrolysis, epi-absorbance fluorescence | inhibition, % at 5.6 µM | 0.89% of 290,000 active | AID 1527;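 active = inhibition above the mean of all tested compounds plus 3 SD, cutoff set per screening run, cut at about 7.5% in these data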;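 also: red hydrolysis product quenches plate fluorescence so inhibitors raise well fluorescence; 0% = enzyme with DMSO and 100% = DMSO without enzyme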
PHOSPHO1 block: inhibitors of human PHOSPHO1 phosphatase; recombinant PHOSPHO1, absorbance phosphatase assay; inhibition, % at 13.3 µM; 1.1% of 290,000 active; in the data active = inhibition above about 60%
Target sequence (Q8TCT1 whole entry, looked up): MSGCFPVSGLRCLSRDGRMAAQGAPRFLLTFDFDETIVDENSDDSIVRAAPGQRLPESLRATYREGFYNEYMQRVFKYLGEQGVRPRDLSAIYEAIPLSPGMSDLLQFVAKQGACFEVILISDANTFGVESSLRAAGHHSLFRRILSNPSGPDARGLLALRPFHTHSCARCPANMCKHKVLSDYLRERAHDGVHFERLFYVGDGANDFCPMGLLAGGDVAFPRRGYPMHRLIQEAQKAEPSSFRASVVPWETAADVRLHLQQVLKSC
p-CIP stab down: compounds decreasing mouse p/CIP protein stability; F442A p/CIP-EGFP cells, EGFP fluorescence, 16 h; 0.01% of 290,000 active; decrease of EGFP signal, % at 10 µM; AID 1984; Q05BA5;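 active = EGFP signal decrease of at least 30% at 10 µM or well 3 SD below plate mean, unless failing retest; inactive = the rest, including hits failing retest or dose response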; also: some compounds called inactive have numbers as strong as hits; many of its hits are not listed in these tables
NALP1 inh: blocks the NALP1 inflammasome reconstituted in yeast | S. cerevisiae NALP1/ASC/caspase-1 growth, X-gal OD620, 72 h | inhibition, % at 10 µM | 0.61% of 280,000 active; in the data active = inhibition mostly above about 24%, no sharp cut-off; inactive = mostly below about 32%; also: some compounds called inactive have numbers as strong as hits
IMP-1 inh: blocks Pseudomonas aeruginosa IMP-1 metallo-beta-lactamase; purified IMP-1, nitrocefin hydrolysis, epi-absorbance fluorescence; inhibition, % at 5.6 µM; 0.45% of 290,000 active;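 active = inhibition above the mean plus 3 SD of all compounds in the same screening run, cut at about 4.5% in these data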;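 also: 0% = IMP-1 with DMSO and 100% = DMSO wells lacking enzyme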
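Assay system: purified IMP-1; Quantity: IMP-1 0.2 nM before substrate addition; Medium: HEPES buffer pH 7.1 with ZnSO4 and Brij 35; Incubation: 15 min enzyme–compound preincubation, then 25 min nitrocefin reaction, 25 °C; Signal: fluorescence quenching readout, ex 480/em 530 nm; Controls: DMSO with and without IMP-1; Repeats: singlicate testing.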
PfM18AAP inh: blocks P. falciparum M18 aspartyl aminopeptidase; recombinant PfM18AAP, H-Glu-NHMec fluorogenic cleavage; inhibition, % at 7.35 µM; 1.2% of 290,000 active; AID 1822;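 active = inhibition above the campaign mean inhibition over all tested compounds plus 3 SD, cut at about 28% in these data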;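 also: 0% = plate median of test compound wells and 100% = 2 mM ZnCl2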
IDE cell inh: inhibitors of human insulin-degrading enzyme in cells | P14735 | HEK cells, FAbetaB cleavage, fluorescence polarization | inhibition, % at 5.59 µM | 0.41% of 320,000 active | AID 434962;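 active = percent inhibition above the average of all tested compounds plus 3 SD, set per screening campaign, cut at about 16% in these data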;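 also: IDE supplied by intact live HEK cells; FP after avidin binding of uncleaved biotin substrate so inhibition keeps polarization high; 0% = DMSO wells and 100% = 60 µM reference IDE inhibitor Ii1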
IDE cell activ: activators of human insulin-degrading enzyme in cells; P14735; HEK cells, FAbeta-B cleavage, fluorescence polarization; 0% vehicle, 100% cell-free pure enzyme wells; activation, % at 5.96 µM; 0.073% of 340,000 active; AID 493087;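 active = activation above the mean of all tested compounds plus 3 SD, set per screening campaign, cut at about 17% in these data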
GPR7 antagonist: antagonists of human GPR7 (neuropeptides B/W receptor 1). P48145. 1.1% of 290,000 active. inhibition, % at 4.4 µM. GPR7-expressing cells, fluorescence antagonist assay; in the data active = inhibition above about 16%, passing the limit was not always enough;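 also: cells stimulated with the agonist NPW; 0% = agonist with vehicle and 100% = vehicle without agonist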
Target sequence (P48145 whole entry, looked up): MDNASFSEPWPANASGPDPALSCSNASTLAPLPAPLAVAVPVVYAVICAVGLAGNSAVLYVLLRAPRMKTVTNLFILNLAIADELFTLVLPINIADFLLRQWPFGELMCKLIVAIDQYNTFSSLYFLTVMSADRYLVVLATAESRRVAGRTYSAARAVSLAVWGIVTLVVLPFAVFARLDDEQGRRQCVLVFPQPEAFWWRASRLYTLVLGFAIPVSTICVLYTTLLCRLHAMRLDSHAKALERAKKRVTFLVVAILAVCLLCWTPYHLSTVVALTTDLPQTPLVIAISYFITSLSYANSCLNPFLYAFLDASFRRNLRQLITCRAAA
* hit, by the source's call; . = no result given.

compound	VIM-2 inh	NALP1 inh	PHOSPHO1 block	p-CIP stab down	IDE cell inh	GPR7 antagonist	IMP-1 inh	PfM18AAP inh	IDE cell activ
CCCCOc1ccc(C(=O)C(CN2CCOCC2)c2ccccc2)cc1 (centres undefined)	-3.0	-7	-4	-22	3	-3	-2.6	6	2
COc1ccccc1C(=O)Nc1c[nH]c(=O)[nH]c1=O	1.9	0	-1	5	.	3	0.1	0	2
Cc1ccc(NC(=O)CN(c2ccccc2)S(=O)(=O)N(C)C)cc1C	0.7	-1	5	-20	-1	-7	-4.3	-2	-4
CCc1ccccc1N(CC)C(=O)CCc1nc(-c2ccc(C)cc2)no1	-7.0	27	23	7	1	-14	-3.0	-1	7
CN1CCN(C(=O)/C=C/c2ccc(Cl)c(Cl)c2)CC1	-2.6	22	43	11	3	16	-6.3	0	-3
O=C(Nc1nnc(SCC(=O)N2CCCc3ccccc32)s1)c1cccc2ccccc12	-0.2	18	-49	-16	9	-2	-2.2	-11	4
CN1CCN(S(=O)(=O)c2ccc(N3CCN(S(=O)(=O)/C=C/c4ccccc4)CC3)nc2)CC1	-1.0	-13	11	-10	-2	8	-1.9	-2	1
CCc1ccccc1Nc1nc(N)nc(CSCC(=O)c2cc(C)n(C)c2C)n1	-0.8	-4	-16	-13	3	-5	-3.2	18	-3
COc1ccc2c(c1)c(C(O)CN1CCN(Cc3ccc4c(c3)OCO4)CC1)c(C)n2C (centres undefined)	-0.4	31	17	8	1	-1	0.8	14	5
CCOC(=O)Cc1csc(NC(=O)c2ccc(S(=O)(=O)N3CCOCC3)cc2)n1	-4.3	15	28	23	-1	-12	-0.6	1	-5
c1cnc(NCCNc2ncccn2)nc1	-1.4	30	24	0	3	-10	-2.6	6	-3
COC(=O)c1cccc(NC(=O)c2cc3sccc3n2C)c1	-1.8	12	-38	2	-1	5	-1.9	1	6
O=C(O)c1ccc(NS(=O)(=O)c2ccc3c(c2)C2C=CCC2C(c2ccccc2F)N3)cc1 (centres undefined)	-1.2	-3	-122	3	.	-9	2.7	18	5
c1ccc(-n2ncc3cccnc32)cc1	-0.3	-16	-1	-5	-11	-9	-3.2	-6	3
CCOC(=O)c1c(NC(N)=O)sc(C)c1C	1.9	20	-7	11	4	-5	0.6	3	-1
Cc1nnc2ccc(N3CCN(C(=O)c4ccccc4)CC3)nn12	-1.6	1	13	-10	1	-3	-1.2	-1	0
O=C(NC1CCCCC1)Nn1c(-c2ccccc2)nc2ccccc2c1=O	-1.8	21	-9	-10	-1	-1	-0.6	-5	-3
Cc1noc(C)c1CSc1nc2ccccc2s1	0.3	-4	-20	0	-1	-7	-2.8	-6	0
CCn1c(SCC(=O)NCCc2ccccc2)nnc1-c1ccco1	-2.8	-59	6	-1	5	-4	-1.1	-4	1
COc1cc(CC(=O)NC2CCCc3ccccc32)cc(OC)c1OC (centres undefined)	-0.8	-1	36	-2	-5	-13	-2.4	3	4
O=C(CN1CCCCCC1)N/N=C/c1cccc(Cl)c1	-2.0	33	11	4	2	-1	-1.2	-2	7
CC1CCN(S(=O)(=O)c2ccc(NC(=O)CN3CCOCC3)cc2)CC1	-2.4	-1	3	-3	-9	-9	-0.8	-6	0
O=C(Nc1ccccc1-c1nc2ccccc2[nH]1)c1ccc(N2C(=O)CCC2=O)cc1	-0.1	3	-31	-4	6	-12	-1.6	-6	0
CC(=O)Nc1ccc(-n2nnnc2SCC(=O)N2CCN(C(=O)c3ccco3)CC2)cc1	-2.2	30	-17	-6	-3	5	-2.2	-11	1
COC(=O)c1ccc(N2CCN(C(C)=O)CC2)c(NC(=O)c2cccnc2)c1	-4.4	1	52	-16	-1	-1	-0.5	-2	1
OCC[C@@H]1C[C@@H](O)[C@H](O)[C@]2(CCc3ccccc3CO2)O1	-0.2	29	25	3	-2	-4	-0.2	-1	3
CCOC(=O)c1cc2occc2n1CC(=O)NC1CCC(C)CC1 (centres undefined)	-1.1	-5	4	-1	-2	-7	-1.9	-9	-1
CCn1c(SCC(=O)NNC(=O)c2ccc(C)cc2)nnc1-c1ccco1	-2.1	3	20	8	8	0	-4.8	2	.
S=C(NCCc1ccncc1)Nc1cccc2ccccc12	-1.8	-3	-15	6	-2	-13	-2.3	13	.
CN(C)S(=O)(=O)c1cccc(NC(=O)C(c2ccccc2)c2ccccc2)c1	-3.3	0	39	6	1	-1	-2.7	-4	-3
Cc1ccccc1NC(=O)C1CCCN1/C=C/C(=O)C(F)(F)F (centres undefined)	-1.4	24	-19	-3	0	-7	-2.4	-4	-1
CC(C)(C)C(C(Oc1ccc(Cl)cc1)n1cncn1)n1nnnc1C(c1cccc(Cl)c1)N1CCCCC1 (centres undefined)	0.0	5	7	7	1	-28	-2.6	12	.
O=C(Oc1oc(-c2ccco2)nc1C=Nc1ccc(Cl)cc1)c1ccco1	-0.3	12	-20	-2	12	11	0.2	2	-1
NC(=O)c1ccccc1NC(=O)CC1(CC(=O)O)CCCC1	-4.4	5	20	-6	5	-3	-4.9	-1	-1
Cc1cc(NC(=O)c2cccc3ccccc23)cc(C)c1OCC(=O)N1CCOCC1	-5.2	5	-64	-4	7	3	0.2	-3	1
COCCOC(=O)c1c(C)n(C)c2ccc(OC(=O)c3ccccc3F)cc12	-0.7	18	36	-6	-8	9	-1.2	-6	4
COC(=O)c1cc(S(=O)(=O)N2CCCCC2C)c[nH]1 (centres undefined)	-2.5	12	22	-3	4	0	-4.2	-1	4
Cc1nnc2sc(COc3ccccc3)nn2c1=O	-4.8	-14	25	1	1	-11	-2.3	-6	-5
CCN(CCO)Cc1cc(=O)oc2c(C)c(C)ccc12	-2.9	5	-8	-8	0	-6	-3.8	2	1
CCOC(=O)C1=C(CN2c3ccccc3CC2C)NC(=O)NC1c1ccccc1 (centres undefined)	1.1	10	15	-3	3	1	0.7	0	3
CCc1ccc(NC(=O)CC2C(=O)Nc3c2c(=O)n(C)c(=O)n3C)cc1 (centres undefined)	-1.6	2	-17	-12	-3	9	-2.1	-10	-5
COc1ccc(NC(=O)NC2CCCCCCC2)c(OC)c1	-2.0	-16	32	-17	.	3	-0.3	4	-5
CCN(CC)S(=O)(=O)c1ccc2c(c1)N(CC(=O)Nc1ccc(NC(C)=O)cc1)C(=O)CO2	-4.0	-6	27	-19	2	-7	-0.8	4	0
COC(=O)c1cn(NC(=O)c2ccccc2[N+](=O)[O-])c(=O)c2ccccc12	-1.2	16	-16	-4	2	2	-2.6	-2	1
COc1cc(S(=O)(=O)N2CCOCC2)ccc1F	-0.5	0	-14	-10	1	12	-1.7	-3	1
CC(=O)Nc1cccc(NC(=S)Nc2ccc(F)cc2F)c1	-0.4	1	20	-3	6	-5	-3.3	15	4
COc1ccc(NC(=O)CN2C(=O)NC(C)(c3ccccc3)C2=O)c(OC)c1 (centres undefined)	-3.1	-6	45	-2	4	-4	-2.1	5	-2
COC(=O)c1ccc(-n2c(C)cc(/C=N/n3cnnc3)c2C)cc1	-1.2	13	-8	8	5	0	-3.4	7	0
O=C1CSC2=NCN(c3ccc4c(c3)OCO4)CN12	-0.5	3	6	0	1	4	-1.3	-1	4
Cc1cccc(OCC(=O)NC(=S)Nc2ccccc2N2CCOCC2)c1C	-0.9	13	33	-3	0	-12	-2.4	-3	-2
CCOC(=O)c1sc(N)c(C(=O)Nc2ccccc2)c1C	-2.0	-7	20	-5	1	-4	-3.3	40*	2
O=[N+]([O-])c1ccc(-c2nc3ccc([N+](=O)[O-])cc3[nH]2)cc1	0.0	3	-27	-25	-1	5	-2.0	2	1
COc1ccc(OCc2nn3c(-c4cccc(OC)c4)nnc3s2)cc1	-1.1	25	18	-13	-3	-6	-3.4	7	-5
O=C(c1cccnc1)N1N=C(c2cccs2)CC1c1ccc(F)cc1 (centres undefined)	-0.2	4	-12	-10	3	-5	-0.7	3	1
O=C(CNC(=O)c1ccc(N2C(=O)c3ccccc3C2=O)cc1)OCC(=O)c1cccc2ccccc12	1.2	14	-4	6	2	-1	-2.3	-1	-5
COc1cc(OC)cc(C(=O)N/N=C\c2ccoc2)c1	-4.1	-8	29	-6	-1	10	-4.0	6	-8
Cc1ccc(N(CC(=O)N/N=C/c2ccc(OC3CSC3)cc2)S(=O)(=O)c2ccccc2)c(C)c1	-2.5	3	-4	-9	0	-14	-3.4	1	5
Cc1nnc(NC(=O)CSc2nnc(CC(=O)Nc3ccccc3C)n2C)s1	-1.8	31	31	-1	4	-5	-0.9	0	2
Cc1cc(=O)[nH]c2c(C)c(Cl)ccc12	-0.7	30	-1	0	-1	-14	-3.2	0	.
CCOc1ccc(Br)cc1S(=O)(=O)N1CCC(C(=O)O)CC1	-0.4	-9	-3	13	6	-1	-3.1	-11	0

Carrying on:
compound	VIM-2 inh	NALP1 inh	PHOSPHO1 block	p-CIP stab down	IDE cell inh	GPR7 antagonist	IMP-1 inh	PfM18AAP inh	IDE cell activ
FC(F)(F)c1cc(N2CCN(Cc3ccccc3)CC2)c2ccccc2n1	0.4	.	19	-4	-4	4	0.2	-1	11
CCCN(CCC)C(=O)CSc1nc2ccccc2c(=O)n1C1CCCC1	-0.4	33	7	-12	9	-5	-1.6	-3	-1
O=C(NCC1CCCO1)c1ccc2c(=O)n(-c3ccccc3)c(=S)[nH]c2c1 (centres undefined)	0.3	-10	-10	8	-1	0	3.5	-1	5
COc1cc(CN2CCN(CCOCCO)CC2)cc(OC)c1OC	-3.1	0	-8	-8	-6	-1	-3.0	-19	4
